From PubChem BioAssay
TNAP inh noacc – TNAP (human) inhibition, acceptor-free conditions; P05186; purified TNAP, CDP-star luminescence, 30 min; inhibition, % at 20 µM; 200,000 compounds, 0.26% hits; AID 1012;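 active = tissue-nonspecific alkaline phosphatase inhibition above about 50% at 20 µM in the single-dose screen, limit read from the data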;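 note: 0% = DMSO negative control and 100% = EDTA positive control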
Target sequence (P05186 whole entry, looked up): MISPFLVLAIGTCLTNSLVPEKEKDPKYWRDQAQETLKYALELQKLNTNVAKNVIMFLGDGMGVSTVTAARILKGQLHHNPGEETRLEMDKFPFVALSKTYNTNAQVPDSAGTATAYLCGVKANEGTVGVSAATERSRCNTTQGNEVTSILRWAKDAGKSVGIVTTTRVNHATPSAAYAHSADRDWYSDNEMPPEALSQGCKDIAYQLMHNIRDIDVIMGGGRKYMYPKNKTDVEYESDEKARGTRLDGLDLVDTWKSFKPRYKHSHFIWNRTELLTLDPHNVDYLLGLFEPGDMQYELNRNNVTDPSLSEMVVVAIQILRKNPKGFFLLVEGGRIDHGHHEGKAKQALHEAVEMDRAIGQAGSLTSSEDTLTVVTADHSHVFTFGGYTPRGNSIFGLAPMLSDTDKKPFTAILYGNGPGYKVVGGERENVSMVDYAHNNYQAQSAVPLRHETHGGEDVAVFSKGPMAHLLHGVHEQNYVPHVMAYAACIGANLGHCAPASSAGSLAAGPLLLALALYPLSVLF
TNAP act hi DEA – increases human TNAP activity under high phosphate acceptor concentration; purified TNAP, CDP-star luminescence, 1 M DEA, 30 min; active compounds read high; 0 = EDTA background, 1 = DMSO-only activity; activation factor at 20 µM; 200,000 tested, under 10 active; AID 1136;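 active = activation factor at least 2 at 20 µM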
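Measured by: Luminescent substrate turnover signal | Test system: Human TNAP | Input: TNAP 1/800 final | Dosing: 20 µM single point | Schedule: 30 min, room temperature | Controls: EDTA wells as negative control, DMSO wells as positive control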
RAM network inh – blocks the yeast RAM network | S. cerevisiae dse1pr::URA3 reporter, 5-FOA growth OD615, 2 d; analog-sensitive cbk1-as2 kinase mutant strain | AID 868 | 190,000 compounds, 1.8% hits | inhibition, % at 50 µM;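 active = inhibition above a set limit, 3 SD over mean compound inhibition, cut at about 8.4% in these data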;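 note: 0% = DMSO-only wells with no growth and 100% = 10 µM 1-NA-PP1 full growth; inhibition rescues growth on 5-FOA so higher OD means more RAM inhibition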
TNAP inh hiacc – blocks human TNAP under high phosphate acceptor concentration. purified TNAP, CDP-star luminescence, 1 M DEA. inhibition, % at 20 µM. 200,000 compounds, 0.03% hits. AID 1135;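 active = over 50% inhibition of tissue-nonspecific alkaline phosphatase at 20 µM in the single-dose screen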;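 note: plate controls were DMSO wells for no effect and EDTA-quenched wells as full inhibition for full effect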
FLuc inh counter – counter-screen for luciferase assay inhibitors: firefly luciferase inhibition; P08659; ATPLite firefly luciferase biochemical luminescence, 10 min; inhibition, % at 10 µM; 200,000 compounds, 1.5% hits;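 active = inhibition above about 50% when tested at 10 µM, limit read from the data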
bIAP act – intestinal alkaline phosphatase (bovine) activation; purified bovine IAP, CDP-star luminescence, 30 min; active compounds read high; fold of DMSO-control signal, blank-subtracted; activation factor at 20 µM; 200,000 compounds, 0.17% hits;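 active = activation factor of 2 or more at 20 µM, a signal rise over negative controls twice the positive control's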
L major viab – reduces viability of Leishmania major promastigotes; inhibition, % at 10 µM; 200,000 compounds, 9% hits; resazurin fluorescence viability; in the data active = inhibition above about 50%;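 note: promastigotes grown with compound for 44 hours at 28 °C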
bIAP inh – blocks bovine intestinal alkaline phosphatase activity; purified bovine IAP, CDP-star luminescence, 30 min; inhibition, % at 20 µM; 190,000 tested, under 10 active; AID 1019;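 active = over 50% inhibition of intestinal alkaline phosphatase at 20 µM in the single-dose screen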
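System: purified bovine intestinal alkaline phosphatase (IAP) enzyme; Input: IAP diluted 1/65,000,000 in the well; Measured by: CDP-star luminescence signal; Compound dosing: 20 µM single dose; Incubation: 30 min reaction at room temperature.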
APP transl inh – APP translation inhibition | SH-SY5Y APP 5'UTR-luciferase reporter, luminescence | inhibition, % at 2 µM | 190,000 compounds, 0.82% hits;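 active = inhibition above a set limit, derived from the sample mean plus 3 SD, cut at about 45% in these data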; note: values of inactives mirror those of a sister screen read the other way
FLuc stim CS – firefly luciferase counter-screen for stimulation assays; 200,000 tested, under 10 active; AID 1027; ATPlite luciferase biochemical, luminescence, 10 min; 0 = ATP-free wells, 1 = DMSO control; activation factor at 10 µM; P08659;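 active = luciferase activation factor, scaled between plate controls, of at least 2 with compound at 10 µM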
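Material: luciferase plus luciferin reagent, cell-free. Medium: PBS buffer for ATP. Also added: ATP substrate, dispensed from a 10.24 µM working solution in PBS. Doses: test compounds dosed from 2 mM stocks in 100% DMSO. Incubation: 10 min post-reagent at room temperature. Technique: light output (luminescence). Read-out basis: luminescence gain marking luciferase activators.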
The depositor's hits bear a star. An excerpt. The share of hits here may be higher or lower than overall.

CCCCOc1ccc(CC(=O)NO)cc1 was read as TNAP inh noacc -4, TNAP act hi DEA 1, RAM network inh 0.1, TNAP inh hiacc 2, FLuc inh counter -1, bIAP act 0.9, L major viab -9, bIAP inh 9, APP transl inh -6 and FLuc stim CS 1.
For Cn1c(=O)c2c(ncn2CCO)n(C)c1=O the results were TNAP inh noacc -7, TNAP act hi DEA 1.1, TNAP inh hiacc -6, FLuc inh counter 1, bIAP act 0.9, bIAP inh 8, APP transl inh 4 and FLuc stim CS 1.
For NC(N)=NC(=O)Cc1c(Cl)cccc1Cl the results were TNAP inh noacc -2, TNAP act hi DEA 1, RAM network inh -0.6, TNAP inh hiacc 3, FLuc inh counter 2, bIAP act 0.9, L major viab 29, bIAP inh 9, APP transl inh 2 and FLuc stim CS 1.
`C=C1c2cccc(O)c2C(O)=C2C(=O)[C@]3(O)C(O)=C(C(N)=O)C(=O)[C@@H](N(C)C)[C@@H]3[C@@H](O)[C@H]12` gave TNAP inh noacc -16, TNAP act hi DEA 1, RAM network inh 0.5, TNAP inh hiacc -4, FLuc inh counter -2, bIAP act 1.1, L major viab -8, bIAP inh -7, APP transl inh 12 and FLuc stim CS 1.
CCCCC1C(=O)N(c2ccccc2)N(c2ccccc2)C1=O was read as TNAP inh noacc -10, TNAP act hi DEA 1, RAM network inh 1.6, TNAP inh hiacc -2, FLuc inh counter 2, bIAP act 1, L major viab -9, bIAP inh -3, APP transl inh 4 and FLuc stim CS 1.
Cc1cccc(C)c1NC(=O)C1CCCCN1C (centres undefined) was read as TNAP inh noacc -11, TNAP act hi DEA 1.1, RAM network inh 2.8, TNAP inh hiacc -6, FLuc inh counter -3, bIAP act 1.3, L major viab -3, bIAP inh -27, APP transl inh 1 and FLuc stim CS 1.
COc1ccccc1OCCNCC(O)COc1cccc2[nH]c3ccccc3c12 (centres undefined) was read as TNAP inh noacc -8, TNAP act hi DEA 1, TNAP inh hiacc 0, FLuc inh counter 1, bIAP act 1.4, bIAP inh -45 and FLuc stim CS 1.
`C[C@@H]1C[C@H]2[C@@H]3C[C@H](F)C4=CC(=O)C=C[C@]4(C)[C@@]3(F)[C@@H](O)C[C@]2(C)[C@@]1(O)C(=O)COC(=O)C(C)(C)C` gave TNAP inh noacc -9, TNAP act hi DEA 1, RAM network inh 4.7, TNAP inh hiacc -3, FLuc inh counter -9, bIAP act 0.9, L major viab 3, bIAP inh 8, APP transl inh -65 and FLuc stim CS 1.1.
For COc1ccc2nc(NC(=O)Nc3ccccc3)sc2c1 the results were TNAP inh noacc -10, TNAP act hi DEA 1, RAM network inh 1.0, TNAP inh hiacc -3, FLuc inh counter 70*, bIAP act 1.1, L major viab 1, bIAP inh -6, APP transl inh -189 and FLuc stim CS 0.3.
Screening O=c1cc(-c2ccc(O)cc2)oc2cc(O[C@@H]3O[C@H](CO)[C@@H](O)[C@H](O)[C@H]3O[C@@H]3OC[C@](O)(CO)[C@H]3O)cc(O)c12 returned TNAP inh noacc 1, TNAP act hi DEA 1, RAM network inh -0.5, TNAP inh hiacc -4, FLuc inh counter -4, bIAP act 1, L major viab 21, bIAP inh -1, APP transl inh 2 and FLuc stim CS 1.

Looked up by compound from the list above (3):
Cc1cccc(C)c1NC(=O)C1CCCCN1C (centres undefined) was read as TNAP inh noacc -11, TNAP act hi DEA 1.1, RAM network inh 2.8, TNAP inh hiacc -6, FLuc inh counter -3, bIAP act 1.3, L major viab -3, bIAP inh -27, APP transl inh 1 and FLuc stim CS 1.
COc1ccccc1OCCNCC(O)COc1cccc2[nH]c3ccccc3c12 (centres undefined) was read as TNAP inh noacc -8, TNAP act hi DEA 1, TNAP inh hiacc 0, FLuc inh counter 1, bIAP act 1.4, bIAP inh -45 and FLuc stim CS 1.
`C=C1c2cccc(O)c2C(O)=C2C(=O)[C@]3(O)C(O)=C(C(N)=O)C(=O)[C@@H](N(C)C)[C@@H]3[C@@H](O)[C@H]12` gave TNAP inh noacc -16, TNAP act hi DEA 1, RAM network inh 0.5, TNAP inh hiacc -4, FLuc inh counter -2, bIAP act 1.1, L major viab -8, bIAP inh -7, APP transl inh 12 and FLuc stim CS 1.

(cont.)
CN(C)CCOc1ccccc1Cc1ccccc1 was read as TNAP inh noacc -13, TNAP act hi DEA 1.1, RAM network inh 1.0, TNAP inh hiacc -7, FLuc inh counter -6, bIAP act 0.9, L major viab 100*, bIAP inh 10, APP transl inh -6 and FLuc stim CS 1.1.
C/C=C(/C)C(=O)OC1c2c(ccc3ccc(=O)oc23)OC(C)(C)C1OC(=O)/C(C)=C\C (centres undefined) was read as TNAP inh noacc -10, TNAP act hi DEA 1.1, RAM network inh 7.3, TNAP inh hiacc -8, FLuc inh counter -8, bIAP act 1, L major viab 32, bIAP inh 5, APP transl inh -16 and FLuc stim CS 1.1.
Screening COc1ccc2ccc(=O)oc2c1 returned TNAP inh noacc -10, TNAP act hi DEA 1, RAM network inh 1.4, TNAP inh hiacc -4, FLuc inh counter -3, bIAP act 1, L major viab -4, bIAP inh -1, APP transl inh 4 and FLuc stim CS 1.
For CNc1c2c(nn1C)CCCC2 the results were TNAP inh noacc -7, TNAP act hi DEA 1, RAM network inh 0.8, TNAP inh hiacc -3, FLuc inh counter -8, bIAP act 1.1, L major viab -1, bIAP inh -7, APP transl inh -3 and FLuc stim CS 1.1.
`Cc1cccc2c1NC(=O)/C2=C\C(=O)c1cccs1` gave TNAP inh noacc -8, TNAP act hi DEA 1, RAM network inh 4.9, TNAP inh hiacc 1, FLuc inh counter 18, bIAP act 0.8, L major viab 100*, bIAP inh 16, APP transl inh 20 and FLuc stim CS 0.8.
